# Compound activity as filed in PubChem.
# ANO1 activ – TMEM16A chloride channel activators or potentiators, primary screen, cell-based, HTS; actives 0.3% (n = 340,000); B-score at 10 µM; Anoctamin-1 (Mus musculus), Q8BHY3; HEK293 TMEM16A/YFP-H148Q/I152L, iodide quench fluorescence; active compounds read low;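 active means fluorescence-ratio B-score plate-corrected deviation score at least 3 library SD below zero, with starting fluorescence score within 5 deviations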;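 further: channel opened by trigger with iodide after compound preincubation; score built on the fluorescence ratio of max minus min over baseline; more negative score means more quench and so TMEM16A activation or potentiation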
# MrgX1 antagonist – antagonists of human MrgX1 receptor, primary screen, HEK293 cells, Fluo-4 calcium flux; Mas-related G-protein coupled receptor member X1 (Homo sapiens), Q96LB2; BAM8-22 antagonism; active compounds read low; B-score at 10 µM; actives 1.3% (n = 310,000); AID 588676, 2011;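 active means calcium-response B-score plate-corrected more than 3 library SD below zero, starting fluorescence within 5 deviations, no agonist response on first addition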;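 further: peak minus trough fluorescence over baseline after final BAM8-22 challenge near maximal dose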
# Target sequence (Q96LB2 whole entry, looked up): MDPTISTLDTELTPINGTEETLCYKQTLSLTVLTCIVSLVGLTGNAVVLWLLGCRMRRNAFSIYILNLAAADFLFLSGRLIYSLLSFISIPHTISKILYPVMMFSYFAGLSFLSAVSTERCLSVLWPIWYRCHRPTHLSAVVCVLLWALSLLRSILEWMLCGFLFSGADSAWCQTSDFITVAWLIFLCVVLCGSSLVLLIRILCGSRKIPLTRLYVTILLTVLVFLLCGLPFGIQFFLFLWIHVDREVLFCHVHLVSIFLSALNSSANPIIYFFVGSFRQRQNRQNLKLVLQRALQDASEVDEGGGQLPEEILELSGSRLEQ
# MrgX1 ag – agonists of human MrgX1 receptor, primary screen, HEK293 cells, Fluo-4 calcium flux. B-score at 10 µM. Fluo-4 calcium fluorescence, agonist mode; active compounds read high. Mas-related G-protein coupled receptor member X1 (Homo sapiens), Q96LB2. actives 0.44% (n = 310,000). AID 588627, 2011;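 active means calcium response B-score plate-corrected fluorescence ratio at least 3 library SD, with starting fluorescence B-score inside 5 SD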
#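 Material: HEK293 cells stably expressing human MrgX1 receptor | Quantity: 15,000 cells per well | Times: Cells plated overnight, dye loaded 0.5 h 37 °C, 0.5 h room temperature | Measured by: Kinetic Fluo-4 NW fluorescence of intracellular calcium | Control set: Positive and negative controls per plate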
# RGS4 block – RGS4 inhibitors, primary screen, cell-based, HEK293 M3R inducible RGS4, calcium flux. Fluo-4 calcium flux; active compounds read high; triggered by carbachol at its EC20. B-score at 10 µM. actives 0.45% (n = 310,000);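 active means B-score, a plate-corrected calcium signal, over three deviations above library mean, with baseline fluorescence within five deviations of library mean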;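 further: RGS4 expression induced by doxycycline in cells with stable M3 receptor; B-score is computed from the integrated fluorescence ratio over baseline after carbachol; higher B-score means a larger calcium signal and so more RGS4 inhibition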
# Target sequence (P49798 whole entry, looked up): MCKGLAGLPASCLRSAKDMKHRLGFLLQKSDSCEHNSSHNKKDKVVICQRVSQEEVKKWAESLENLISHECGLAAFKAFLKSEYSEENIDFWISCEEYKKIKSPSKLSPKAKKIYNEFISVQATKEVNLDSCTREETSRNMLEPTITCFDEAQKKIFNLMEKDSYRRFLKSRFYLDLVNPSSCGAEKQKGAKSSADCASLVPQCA
# SKKanGAS inh – S. pyogenes SKKanGAS growth inhibitors in kanamycin, primary screen, streptokinase expression inhibitor project, SKKanGAS strain, BacTiter-Glo luminescence; 6 h; inhibition, % at 7.5 µM; actives 1.3% (n = 300,000); AID 1662, 2009;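 active means mean replicate score, as percent of positive control median, at least 50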;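 further: strain carries kanamycin resistance gene driven by streptokinase promoter and grows in 40 µg/ml kanamycin; loss of luminescence reflects streptokinase promoter inhibition or plain growth inhibition; 0% = median of DMSO wells and 100% = positive control at its reference dose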
# MrgX1 allo act – positive allosteric modulators of MrgX1, primary screen, HEK293 cells, Fluo-4 calcium flux | Mas-related G-protein coupled receptor member X1 (Homo sapiens), Q96LB2 | FDSS; active compounds read high | B-score at 10 µM | actives 0.63% (n = 310,000);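 active means plate-corrected calcium response at least 3 library SD above typical, normal starting fluorescence, not activating the receptor alone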;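 further: compound read alongside a low EC10 to EC30 dose of BAM8-22 agonist; peak minus trough fluorescence over baseline measured at the second addition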
# TRPC6 inh – mouse TRPC6 channel inhibitors, primary screen, cell-based, HEK293, membrane potential dye; Short transient receptor potential channel 6 (Mus musculus), Q61143; ACh-evoked depolarization; active compounds read low; B-score at 10 µM; actives 1.1% (n = 310,000); AID 2553, 2010;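 active means B-score under library mean minus 3 SD, initial fluorescence not abnormally high, positive integrated signal ratio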;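 further: B-score derived from integrated fluorescence ratio over the kinetic read; more negative B-score means stronger inhibition of depolarization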
# TRPC6 act – mouse TRPC6 channel activators, primary screen, cell-based, HEK293, membrane potential dye | Short transient receptor potential channel 6 (Mus musculus), Q61143 | HEK293-TRPC6 membrane potential dye fluorescence; active compounds read high | B-score at 10 µM | actives 0.13% (n = 310,000);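 active means B-score of the integrated fluorescence ratio above library mean plus 3 SD, and starting fluorescence ratio within library mean plus 5 SD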;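 further: higher score means more depolarization so channel activation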
# TMEM16A inh – TMEM16A chloride channel inhibitors, primary screen, cell-based, HTS | normalized B-score (activity score, 25-100; higher = stronger inhibition) at 10 µM | AID 588511, 2011 | HEK293 TMEM16A/YFP iodide influx fluorescence, ionomycin | actives 1.2% (n = 310,000);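 active means ratio plate-corrected score three or more library SD toward inhibition, starting fluorescence score within five deviations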;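 further: score derived from kinetic fluorescence span divided by baseline fluorescence per well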
# HDAC3 inh – HDAC3 deacetylase inhibitors, primary screen, biochemical, fluorescence, cell-free homogeneous | Histone deacetylase 3 (Homo sapiens), O15379 | recombinant HDAC3, fluorogenic peptide/trypsin coupled | inhibition, % at 8.3 µM | actives 0.15% (n = 320,000); in the data active means inhibition above about 26%, passing the limit was not always enough
# Target sequence (O15379 whole entry, looked up): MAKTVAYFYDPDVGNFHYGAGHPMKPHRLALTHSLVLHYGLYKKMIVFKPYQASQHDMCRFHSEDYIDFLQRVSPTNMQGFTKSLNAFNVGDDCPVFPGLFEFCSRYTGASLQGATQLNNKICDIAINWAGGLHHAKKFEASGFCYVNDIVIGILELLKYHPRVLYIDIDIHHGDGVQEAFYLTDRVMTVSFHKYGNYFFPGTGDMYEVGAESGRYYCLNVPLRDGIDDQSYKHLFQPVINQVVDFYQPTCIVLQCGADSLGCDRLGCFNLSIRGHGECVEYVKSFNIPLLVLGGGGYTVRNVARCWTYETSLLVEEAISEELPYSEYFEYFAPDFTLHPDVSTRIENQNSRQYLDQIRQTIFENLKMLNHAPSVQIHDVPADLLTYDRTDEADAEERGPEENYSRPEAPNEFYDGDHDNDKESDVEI
# RGS4 pot – RGS4 potentiators or activators, primary screen, cell-based, HEK293 M3R inducible RGS4, calcium flux. B-score at 10 µM. carbachol calcium flux Fluo4; active compounds read low. actives 0.92% (n = 310,000);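 active means B-score of the integrated calcium signal more than 4 SD below the library mean, with starting fluorescence not abnormally high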;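 further: negative B-score means reduced calcium response which marks RGS4 activation or potentiation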
#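 Test system: HEK293 cells with stable M3R and inducible RGS4; also added: carbachol at ECmax as muscarinic agonist stimulus; schedule: dye loading 30 min 37 °C, buffer rest 30 min RT; technique: kinetic calcium fluorescence imaging with Fluo4-AM dye, 2 µM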
# Numbers without * were called inactive; i = inactive; / = no result given.
SMILES	ANO1 activ	MrgX1 antagonist	MrgX1 ag	RGS4 block	SKKanGAS inh	MrgX1 allo act	TRPC6 inh	TRPC6 act	TMEM16A inh	HDAC3 inh	RGS4 pot
C[C@]12CC[C@@H]3c4ccc(OC(=O)c5ccccc5)cc4CC[C@H]3[C@@H]1CC[C@@H]2O	i	i	i	i	84*	i	i	i	i	13	i
COc1ccc(Br)cc1/C=N/NC(=O)Cn1nnnc1N	i	i	i	i	2	i	i	i	i	0	i
COc1ccc(N2CCN(C(=O)C3CCN(S(=O)(=O)c4cccs4)CC3)CC2)cc1	i	i	i	i	-14	i	i	i	i	-6	i
CCOC(=O)CSc1n[nH]c(-c2ccco2)n1	i	i	i	i	3	i	i	i	i	-4	i
COc1ccccc1C(=O)NC(=O)COC(=O)CNC(=O)c1ccc(Cl)c([N+](=O)[O-])c1	i	i	i	i	16	i	i	i	i	0	i
Cc1cc(C)c(C2=NOC3C4CCC(C4)C23)c(C)c1 (stereo not drawn)	i	i	i	i	9	i	i	i	i	-1	i
CC1CCN(c2ccc(/C=C(\C#N)c3nn(-c4ccccc4)c(N)c3C#N)cc2[N+](=O)[O-])CC1	i	i	i	i	26	i	i	i	i	6	i
CC(=O)N(c1ccc(N(C(C)=O)S(=O)(=O)c2cccs2)cc1)S(=O)(=O)c1cccs1	i	i	i	i	3	i	i	i	i	4	i
COC(=O)C1=C(O)/C(=C\c2ccc(CNS(=O)(=O)c3ccc(Cl)cc3)o2)N=C1C	i	i	i	i	-1	i	i	i	i	-6	i
CSc1ncc(CN2CCN(CCC(C)C)C(CCO)C2)cn1 (stereo not drawn)	i	i	i	i	7	i	i	i	i	11	i
Cc1ccc2c(c1)-c1cc(C)nn1C(c1sccc1C)N2 (stereo not drawn)	i	i	i	i	-3	i	i	i	i	-4	i
COc1cc2c(cc1NC(=O)COC(=O)CNC(=O)c1ccccc1)oc1ccccc12	i	i	i	i	12	i	i	i	i	-2	i
COc1ccccc1Oc1coc2cc(OC(=O)N3CCOCC3)ccc2c1=O	i	i	i	i	7	i	i	i	i	6	i
COc1cc(OC)c(C2C(C#N)=C(N)OC3=C2C(=O)CC(C)(C)C3)cc1OC (stereo not drawn)	i	i	i	i	0	i	i	i	i	-2	i
CN(C)S(=O)(=O)c1ccc(C(=O)Nc2nc3ccccc3[nH]2)cc1	i	i	i	i	-1	i	i	i	i	5	i
CC(C)(CO)NC(=O)c1ccc2c(c1)C(=O)c1ccccc1-2	i	i	i	i	-5	i	i	i	i	0	i
CCOc1cc(C(N)=O)cc(Br)c1OCc1ccccc1	i	i	i	i	-6	i	i	i	i	3	i
Cc1cc(C(=O)O/N=C(\N)c2ccncc2)ccc1[N+](=O)[O-]	i	i	i	i	5	i	i	i	i	7	i
CC(=O)NCCC(=O)Nc1ccc(C)c(F)c1	i	i	i	i	-2	i	i	i	i	-1	i
CCN1CCN(c2ncnc3c2cnn3-c2ccccc2)CC1	i	i	i	i	0	i	i	i	i	-13	i
CCOc1ccc(OCC)c(NC(=O)C2CCN(c3nn4c(=O)cc(C)nc4s3)CC2)c1	i	i	i	i	2	i	i	i	i	-6	i
CCOC(=O)C1CCN(c2nc(N)c3c(N)nc(SCC(=O)O)cc3c2C#N)CC1	i	/	/	i	8	/	i	i	/	/	i
COC(=O)C1=C(C)N=C2SC(C)C(=O)N2C1/C=C/c1ccccc1OC (stereo not drawn)	i	i	i	i	4	i	i	i	i	4	i
COc1ccc(C2=NOC(C(=O)NCC(C)C)C2)cc1 (stereo not drawn)	i	i	i	i	3	i	i	i	100*	4	i
COc1ccc(C(=O)/C=C2/c3ccccc3CC(C)(C)N2C)cc1	i	i	i	i	-1	i	i	i	i	0	i
Cc1cc(=O)cc(C)n1-c1ccc2c(c1)nc(C)n2-c1ccccc1	i	i	i	i	4	i	i	i	i	-3	i
Cc1cc2cc(CNC(=O)Cc3cccs3)ccc2n1C	i	i	i	i	2	i	i	i	i	/	i
CC(C)c1onc(C(=O)NC2CCCCC2)c1[N+](=O)[O-]	i	i	i	i	-4	i	i	i	i	-5	i
CC(C)c1ccc(NC(=O)COc2ccccc2)cc1	i	i	i	i	-6	i	i	i	i	10	i
CC1CCCN(S(=O)(=O)c2ccc(NC(=O)C3CC(=O)N(c4ccccc4)C3)cc2)C1 (stereo not drawn)	i	i	i	i	-6	i	i	i	i	0	i

# Next section
SMILES	ANO1 activ	MrgX1 antagonist	MrgX1 ag	RGS4 block	SKKanGAS inh	MrgX1 allo act	TRPC6 inh	TRPC6 act	TMEM16A inh	HDAC3 inh	RGS4 pot
COc1ccccc1NC(=O)CCN1C(=O)C2C3CCC(C3)C2C1=O (stereo not drawn)	i	i	i	i	-7	i	i	i	i	-2	i
O=C(Nc1cccc(C(F)(F)F)c1)c1cccnc1N1CCOCC1	i	i	i	i	-17	i	i	i	i	10	i
CC(C)c1ccc(NC(=O)c2cc(Br)ccc2Br)cc1	i	i	i	i	3	i	i	i	i	0	i
NC(=S)N/N=C/c1cccc(O)c1O	i	i	i	i	12	i	i	i	i	1	i
COCCN(C(=O)COC(=O)CCc1c[nH]c2ccccc12)c1c(N)n(Cc2ccccc2)c(=O)[nH]c1=O	i	i	i	i	-3	i	i	i	i	-6	i
O=C(O)C1Cc2ccccc2CN1C(=O)CSc1nnc2ccccn12 (stereo not drawn)	i	i	i	i	-10	i	i	i	i	1	i
NC(=O)C1CCN(CC(=O)NC2CCCc3ccccc32)CC1 (stereo not drawn)	i	i	i	i	-7	i	i	i	i	-2	i
COc1ccc(CCNC(=S)NCCc2c[nH]c3ccccc23)cc1	i	i	i	i	-4	i	i	i	i	2	i
CSc1sccc1/C=C(/C#N)C(=O)c1ccco1	i	i	37*	i	-7	i	i	i	i	-1	i
CC1CCN(C(=O)Nc2ccc3nsnc3c2)CC1	i	i	i	i	-14	i	i	i	i	-1	i
Cc1ccc2nc(C)c3c(c2c1)SCC3	i	i	i	i	4	i	-5.2*	i	i	-5	i
O=C(NNC(=O)C1CC(c2cccnc2)=NO1)Nc1ccccc1F (stereo not drawn)	i	i	i	i	-3	i	i	i	i	-4	i
COc1ccc(OC)c(N2C(=O)CCCC2=O)c1	i	i	i	i	-1	i	i	i	i	-7	i
COc1ccc(-n2c(C)nnc2SCC(=O)N2CCOCC2)cc1	i	i	i	i	0	i	i	i	i	-6	i
COc1ccc(C)cc1NC(=O)CSc1ccc(-c2ccccn2)nn1	i	i	i	i	-1	i	i	i	i	6	i
CCC(=O)Nc1nn(CC(C)C)c2nc3ccc(C)cc3cc12	i	i	i	i	-3	i	i	i	i	-21	i
COc1ccc(CCNCC(O)COc2ccc(Cl)cc2)cc1OC (stereo not drawn)	i	i	i	i	-24	i	i	i	i	-2	i
Fc1cccc(NCc2ccoc2)c1	i	i	i	i	2	i	i	i	i	2	i
Cc1ccc(-n2c(SCC(=O)NCc3ccco3)nc3nc4c(cc3c2=O)COC(C)(C)C4)cc1	i	/	/	i	-7	/	i	i	/	/	i
CC(=O)c1sc(NC(=O)Cc2c(F)cccc2Cl)nc1C	i	i	i	i	5	i	i	i	i	3	i
Cc1cc(C)cc(-n2ccnc2SCC(=O)Nc2nccs2)c1	i	i	i	i	0	i	i	i	i	-2	i
COc1c(C)cc(C(=O)C2CCCN(Cc3cnc(N4CCOCC4)s3)C2)cc1C (stereo not drawn)	i	i	i	i	0	i	i	i	i	1	i
CCCCc1nc(SCC(=O)Nc2ccc(S(N)(=O)=O)cc2)n[nH]1	i	i	i	i	-10	i	i	i	i	12	i
Cc1ccc(NC(=O)C2CCCN(c3nccc(C)n3)C2)c(C)c1 (stereo not drawn)	i	i	i	i	0	i	i	i	i	1	i
OCCC1CN(C2CCC2)CCN1Cc1ccc(F)c(F)c1 (stereo not drawn)	i	i	i	i	-4	i	i	i	i	1	i
COc1ccc(S(=O)(=O)Nc2ccc3c(c2)n(C)c(=O)n3C)cc1C	i	i	i	i	3	i	i	i	i	12	i
Cc1cccc(C)c1NC(=O)CCCSc1nc2ccccc2s1	i	i	i	i	1	i	i	i	i	-1	i
CCOC(=O)CCCNC(=O)COC(=O)c1cc(C)cc(C)c1	i	i	i	i	-1	i	i	i	i	6	i
CC(=O)Nc1ccc(C(=O)N/C(=C\c2ccccc2)C(=O)Nc2cccc(C(=O)O)c2)cc1	i	i	i	i	6	i	i	i	i	6	i
O=C(COc1ccc2ccccc2c1)NNC(=O)c1ccc([N+](=O)[O-])cc1	i	i	i	i	-13	i	i	i	i	3	i

# Next section:
SMILES	ANO1 activ	MrgX1 antagonist	MrgX1 ag	RGS4 block	SKKanGAS inh	MrgX1 allo act	TRPC6 inh	TRPC6 act	TMEM16A inh	HDAC3 inh	RGS4 pot
COc1ccc(CCNC(=O)COc2ccc(C)nc2[N+](=O)[O-])cc1OC	i	i	i	i	-9	i	i	i	i	-2	i
COc1ccccc1CN1CC(C(=O)NCc2nc3ccccc3n2C)CCC1=O (stereo not drawn)	i	i	i	i	5	i	i	i	i	-6	i
CCCn1ncc(CN2CCC(n3nccc3NC(=O)c3ccccc3Cl)CC2)c1C	i	i	i	i	0	i	i	i	i	/	i
CC(=O)NCCC(=O)Nc1nc(C)c(Cc2ccc3c(c2)OCO3)s1	i	i	i	i	-3	i	i	i	i	3	i
COc1cc2nc(SCC(=O)NCCc3ccccc3)n(Cc3ccco3)c(=O)c2cc1OC	i	i	i	i	4	i	i	i	i	-3	i
